CSM14.1 death rescue = rescue of cells from ER stress-induced death, primary screen, 384-well, CSM14.1, thapsigargin, ATP luminescence (AID 1222); CSM14.1 thapsigargin-induced death rescue, ATP luminescence; higher % means a stronger effect; 190,000 tested, under 10 active; cellular ATP content (survival), % at 20 µM; hits with a dose series show EC50 in µM;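 active = EC50 below 50 µM in the dose-response confirmation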;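 also: death triggered by thapsigargin at about 15 µM added after 2 h compound pretreatment; cell ATP read after overnight thapsigargin exposure of roughly 18 to 22 hours; normalized against plate controls of thapsigargin alone and 5% DMSO vehicle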
NOD2 inhibition = inhibition of NOD2-driven NF-kB reporter – cell-based, luminescence, uHTS, HEK293 (AID 1566); HEK293 NOD2/NF-kB luciferase reporter, luminescence; higher % means a stronger effect; inhibition, % at 4 µM, or EC50 in µM where a hit was titrated; 0.63% of 290,000 active; also: many of its hits are not listed in these tables
Lipid droplet = modulators of hepatic lipid droplet formation; AML12 mouse hepatocytes, oleate lipid droplets, BODIPY imaging; inhibition, % at 6.5 µM; 0.4% of 240,000 active;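 active = lipid droplet intensity inhibited by at least 50%, with more than 500 cells counted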
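Material: mouse AML12 hepatocyte cell line, fixed after treatment; Timing: compound with oleate, overnight; Technique: high-content imaging of BODIPY-stained droplets and DAPI nuclei; Probe or stimulus: oleate, 100 µM final; Dosing: compound at 6.5 µM only.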
AID2073 = inhibitors of Mint1-CaV2.2 protein interaction, biochemical, HTRF (AID 2073); HTRF protein-protein interaction, Mint1-CaV2.2; higher % means a stronger effect; one-dose inhibition, % at 20 µM; IC50 in µM for titrated hits; 0.19% of 290,000 active; in the data active = inhibition mostly above about 51%, no sharp cut-off; also: some results filed as inactive read as strong as hits
M1AAP inhibition = P. falciparum M1AAP inhibitors, biochemical, fluorogenic H-Leu-NHMec substrate, 1536-well (AID 1445). recombinant M1AAP, H-Leu-NHMec fluorogenic kinetic assay; higher % means a stronger effect. inhibition, % at 30 µM, or IC50 in µM where a hit was titrated. 0.42% of 220,000 active;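 active = primary inhibition above the hit cutoff, then over 50% inhibition at one or more dose response concentrations, cut at about 23% in these data, passing the limit was not always enough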;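 also: plate controls were DMSO full reaction for no effect and no enzyme background for full effect; strong numbers were not always called active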
SIAH1 antagonists = Siah-1 peptide-binding antagonists, primary screen, biochemical, fluorescence polarization, rhodamine-plectin, uHTS (AID 1817). Siah-1 / rhodamine-plectin peptide fluorescence polarization; higher % means a stronger effect. one-dose displacement, % at 20 µM; IC50 in µM for titrated hits. 0.02% of 290,000 active;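 active = displacement of at least 50% at 20 µM, with a fluorescence ratio check between 0.3 and a set limit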;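 also: plate controls were Siah plus tracer with DMSO for no effect and tracer alone without Siah for full effect; strong numbers were not always called active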
LYP inhibition = inhibitors of LYP phosphatase, biochemical, fluorescence intensity, uHTS (AID 1779). recombinant LYP phosphatase, fluorescence intensity; higher % means a stronger effect. inhibition, % at 11.5 µM, or IC50 in µM where a hit was titrated. 0.054% of 290,000 active;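 also: plate controls were vehicle with enzyme for no effect and no enzyme for full effect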
XIAP antagonists = small molecules displacing peptide from XIAP – biochemical, IAP family, fluorescence polarization (AID 1018); XIAP BIR domain, fluorescence polarization peptide displacement; higher % means a stronger effect; displacement, % at 20 µM, or IC50 in µM where a hit was titrated; 0.007% of 200,000 active; in the data active = displacement above about 50%; also: a part of the inactive calls stands beside numbers as strong as those of hits
P. falciparum M17LAP = P. falciparum M17LAP inhibitors, primary screen, biochemical, fluorogenic H-Leu-NHMec substrate, 1536-well (AID 1619). recombinant M17LAP, H-Leu-NHMec fluorogenic kinetic assay; higher % means a stronger effect. inhibition, % at 30 µM; hits with a dose series show IC50 in µM. 0.38% of 220,000 active;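 active = compound inhibiting the enzyme by more than half at any dose during confirmatory dose-response retesting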;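 also: plate controls were full reaction with DMSO carrier for no effect and no enzyme background for full effect; strong numbers were not always called active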
Lipid droplet cells 6.5 µM = also measured in Lipid droplet; calls as there; cell count; measured here: cell count, cytotoxicity flag;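 cells counted across two imaged fields per well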
Starred values were filed as active, the others as inactive; nt = not tested or not shown. Rule as the data show it, unless noted: active = inhibition above about 50%; inactive = the rest. The list is partial (hit frequency here may not be typical).

SMILES	CSM14.1 death rescue	NOD2 inhibition	Lipid droplet	Lipid droplet cells 6.5 µM	AID2073	M1AAP inhibition	SIAH1 antagonists	LYP inhibition	XIAP antagonists	P. falciparum M17LAP
O=C1NN=C(c2ccc(Br)cc2)CC1c1ccc(Cl)cc1 (stereo not drawn)	-1.4%	4%	-3	564	1%	-4%	12%	5%	-3.3%	-3%
COc1cc(CN2CCC(C(=O)NC3CCCC3)CC2)ccc1O	-2.0%	4%	-2	721	-1%	6%	5%	-15%	-4.5%	17%
CCCc1[nH]nc2c1C(c1ccc(OC)c(CSC3=NCCS3)c1)C(C#N)=C(N)O2 (stereo not drawn)	-4.9%	-17%	-11	723	0%	3%	-2%	6%	-1.6%	56%
O=S(=O)(c1ccc(F)cc1)N1CCCN(c2nccc(C(F)(F)F)n2)CC1	nt	-1%	-11	666	-7%	-2%	-7%	-6%	nt	1%
Nc1ccccc1NC1=CC(=O)CC(c2ccccc2)C1 (stereo not drawn)	1.0%	-14%	-3	635	17%	1%	13%	-10%	-2.9%	8%
CN(Cc1ccccc1)C(=O)c1cc(=O)[nH]c2ccccc12	nt	4%	0	813	-4%	nt	11%	-6%	nt	nt
CC(=O)N1CCc2cc(S(=O)(=O)CCC(=O)N3CCN(c4cc(C)ccc4C)CC3)ccc21	nt	40%	-21	733	-2%	nt	-2%	-5%	nt	nt
CC(CC(=O)O)CC(=O)Nc1cc(C(F)(F)F)cc(C(F)(F)F)c1 (stereo not drawn)	nt	-8%	1	713	-7%	-6%	-2%	-5%	nt	-5%
Cc1ccc(C)c(SCC(=O)OCC(=O)c2ccco2)c1	0.3%	-10%	nt	nt	-4%	4%	-4%	-6%	-4.2%	-5%
O=C(Nc1nc(-c2ccccn2)cs1)c1ccc(Cl)s1	3.3%	nt	nt	nt	7%	-8%	-5%	3%	-4.0%	7%
COc1cc(C(=O)NC(C)Cc2cccs2)cc(OC)c1OC (stereo not drawn)	-0.2%	19%	8	696	6%	-1%	3%	-6%	-6.0%	-9%
CC(=O)[C@@]1(O)CC[C@H]2[C@@H]3CCC4=CC(=O)CC[C@]4(C)[C@H]3CC[C@@]21C	6.7%	-2%	-2	794	0%	8%	7%	-7%	1.2%	8%
Cc1ccc2c(c1)c1nc3ccccc3nc1n2C	nt	-22%	-1	788	33%	nt	12%	-10%	nt	nt
COc1ccc(Nc2ccccc2C(=O)O)cc1	-0.5%	-9%	7	743	4%	-8%	0%	-2%	-5.6%	-2%
Cc1ccc(C2=C(c3ccc([N+](=O)[O-])cc3)C(=O)OC2)cc1C	0.4%	-4%	-1	671	20%	3%	8%	2%	-6.4%	0%
C=CCn1c(CC(=O)Nc2cccc(OC)c2)nnc1SCC(=O)NC1CCCCC1	2.2%	0%	13	633	16%	10%	4%	-5%	-0.2%	9%
CCCS(=O)(=O)N1CCC(CCOc2ccccc2)(C(=O)OCC)CC1	0.5%	19%	8	684	-8%	-1%	14%	-9%	-1.2%	-1%
CC(=O)C(/C=N/c1cc(-c2ccc(C)cc2)nn1-c1ccccc1)=C(\C)O	-1.9%	-34%	0	716	-1%	5%	-6%	-10%	-5.7%	-4%
COc1ccccc1OCC(=O)N/N=C/c1cccc2cccnc12	nt	25%	-2	693	12%	nt	1%	3%	nt	nt
NC(=S)NNC(=O)C12CC3CC(CC(C3)C1)C2	-3.9%	9%	49	743	-9%	-1%	-5%	-8%	7.4%	4%

Taken from above.
`CCCS(=O)(=O)N1CCC(CCOc2ccccc2)(C(=O)OCC)CC1` | M1AAP inhibition: -1%
`COc1cc(CN2CCC(C(=O)NC3CCCC3)CC2)ccc1O` | M1AAP inhibition: 6%
`COc1cc(C(=O)NC(C)Cc2cccs2)cc(OC)c1OC` (stereo not drawn) | LYP inhibition: -6%

Remaining list, next part
SMILES	CSM14.1 death rescue	NOD2 inhibition	Lipid droplet	Lipid droplet cells 6.5 µM	AID2073	M1AAP inhibition	SIAH1 antagonists	LYP inhibition	XIAP antagonists	P. falciparum M17LAP
Cc1cc(=O)oc(C)c1C(=O)Nc1ccc(Cl)cn1	6.4%	11%	nt	nt	2%	1%	7%	1%	1.5%	-4%
COc1ccc(C2C(C(C)=O)=C(O)C(=O)N2CCCn2ccnc2)cc1 (stereo not drawn)	-1.1%	1%	nt	nt	18%	9%	-3%	-3%	-4.9%	3%
COc1cc(C2(O)CCCCC2C)cc(OC)c1OC (stereo not drawn)	-1.0%	0%	-2	670	-3%	1%	0%	-2%	-12%	-9%
Cc1ccc(OC(=O)c2sc3ncn(C)c(=O)c3c2C)cc1	-1.0%	-22%	-8	699	-6%	7%	12%	-2%	-2.7%	3%
CCOC(=O)N1CCC(Nc2c(NCCCN3CCN(CC)CC3)c(=O)c2=O)CC1	-3.3%	2%	9	777	-1%	34%	2%	-1%	-10%	9%
O=C(Nc1ccc2ncccc2c1)c1ccccc1	nt	-7%	-9	798	4%	nt	6%	-6%	nt	nt
CC(=O)Nc1ccc(C(=O)N/N=C/c2ccc(F)cc2)cc1	-4.9%	14%	5	737	-12%	7%	8%	0%	-2.9%	10%
CCn1nnnc1NCc1ccc(OCc2ccc(F)cc2Cl)c(OC)c1	0.6%	24%	-14	673	2%	1%	2%	-1%	-4.5%	-7%
Oc1ccc(N2CCN(C(c3ccncc3)c3nnnn3C3CCCC3)CC2)cc1 (stereo not drawn)	-0.7%	0%	0	580	-52%	6%	2%	-4%	-6.5%	4%
CC(Cc1ccco1)NC(=O)c1ccc(C(F)(F)F)cc1 (stereo not drawn)	nt	-62%	-1	855	-3%	nt	6%	-5%	nt	nt
CCOC(=O)N1CCN(Cc2ccc(F)cc2F)CC1	-0.1%	18%	nt	nt	29%	-5%	2%	-8%	-4.0%	-1%
Cc1ccc(NC(=O)C2CCCN2C(=O)OCc2ccccc2)cc1C (stereo not drawn)	nt	16%	-7	697	4%	nt	-1%	-5%	nt	nt
O=C(O)CN(CCO)CCN(CC(=O)O)CC(=O)O	7.0%	11%	-59	741	2%	12%	-7%	-5%	-3.9%	7%
O=C(OCC(=O)N1CCCC1)c1ccco1	2.3%	11%	nt	nt	-6%	6%	-2%	-11%	-3.7%	-2%
CC(C)C(=O)NC(c1ccc(N(C)C)cc1)c1c(O)ccc2ccccc12 (stereo not drawn)	nt	9%	2	745	20%	3%	2%	-3%	nt	-6%
CC1CCCN(C(=O)c2ccc3c(c2)OCO3)C1 (stereo not drawn)	nt	-6%	-1	784	2%	nt	3%	0%	nt	nt
C=CCn1c(SCC(=O)/C(C#N)=C(\C)N)nnc1C1CCCCC1	0.3%	2%	nt	nt	11%	1%	-2%	-2%	-6.3%	0%
CC(CCc1ccccc1)NC(=O)CNC(=O)COc1ccccc1 (stereo not drawn)	-0.3%	13%	-22	654	-4%	15%	-4%	-1%	-7.4%	9%
CC(=O)Nc1ccc(NC(=O)COC(=O)/C(=C/c2ccccc2)n2nnnc2C)cc1	nt	6%	1	869	5%	nt	15%	-8%	nt	nt
CCn1c(=S)sc2c(=O)n(CC(=O)Nc3cccc(Br)c3)c(C)nc21	nt	5%	8	740	20%	nt	0%	-5%	nt	nt
O=c1cc(-c2ccco2)nc(SCc2cccc(Cl)c2)[nH]1	nt	5%	-3	765	20%	nt	-1%	-7%	nt	nt
C[C@H](NC(=O)c1ccccc1Cl)C(=O)NCCc1ccc(S(N)(=O)=O)cc1	nt	1%	11	779	-1%	nt	-1%	-10%	nt	nt
O=C1C2C3CC(C(Br)C3Br)C2C(=O)N1c1ccccn1 (stereo not drawn)	2.4%	23%	nt	nt	-5%	1%	3%	-4%	-1.1%	26%
Cc1ccccc1-c1nc(-c2ccc(NC(=O)c3ccc(Br)o3)cc2)no1	1.4%	11%	10	646	16%	-8%	20%	0%	0.0%	-2%
CCN1CCN(CCCNC(=O)CNC(=O)c2nn(-c3ccc(OC)cc3OC)c(=O)c3ccccc23)CC1	nt	-4%	14	811	11%	nt	-3%	-7%	nt	nt
CCCCn1c(=O)nc2n(-c3ccc(C)cc3)c3ccccc3cc-2c1=O	0.1%	14%	33	601	-8%	3%	5%	3%	-8.9%	6%
O=c1[nH]c2ccccc2nc1/C=C/c1ccc(O)cc1	5.0%	-133%	-16	724	3%	8%	-6%	-6%	-5.7%	-1%
COc1ccc(NC(=O)c2cc3c(=O)n(C)c4ccccc4c3n2C)cc1Cl	nt	5%	-3	672	26%	3%	11%	-6%	nt	1%
O=C(NCc1ccccn1)c1ccc(NS(=O)(=O)c2ccccc2)cc1	nt	4%	6	846	2%	nt	4%	-11%	nt	nt
CC(C)C(OC(=O)c1cccc(S(=O)(=O)NCC(F)(F)F)c1)C(=O)NC(N)=O (stereo not drawn)	-1.4%	4%	1	674	2%	-1%	-9%	-2%	-1.2%	1%
CC1=C(C)CC(C(=O)Nc2nccs2)C(C(=O)O)C1 (stereo not drawn)	nt	8%	0	844	10%	nt	5%	-4%	nt	nt
CN1CCc2c(sc(NC(=O)Cc3ccccc3)c2C(N)=O)C1	nt	2%	4	737	3%	nt	-2%	-10%	nt	nt
CC(=O)c1cc2c(cc1NC(=O)Nc1cccc(Cl)c1)OCCO2	nt	4%	-4	730	9%	2%	3%	2%	2.0%	-11%
COC(=O)c1[nH]c(C)c(/C(O)=C2\C(=O)C(=O)N(CCN3CCOCC3)C2c2cccs2)c1C (stereo not drawn)	-0.7%	7%	nt	nt	6%	2%	5%	-4%	-13%	13%
NS(=O)(=O)c1cccc(NC(=O)c2ccc3nc[nH]c3c2)c1	nt	11%	-3	867	13%	nt	-5%	-10%	nt	nt
Nc1nnnn1CC(=O)N/N=C/c1cc([N+](=O)[O-])ccc1Cl	2.5%	6%	9	683	2%	2%	4%	-2%	0.0%	-4%
CC(NC(=O)Cn1c(=O)[nH]c2ccsc2c1=O)C12CC3CC(CC(C3)C1)C2 (stereo not drawn)	-0.9%	-8%	10	768	-3%	4%	-1%	-5%	-5.7%	-9%
CCOc1ccc2ccccc2c1C(=O)NCC(c1ccc(N(C)C)cc1)N(C)C (stereo not drawn)	nt	13%	-1	743	6%	nt	0%	-14%	nt	nt
Cc1nc(C)c(-c2ccc(SCC(=O)Nc3ccc(F)cc3F)nn2)s1	nt	21%	-1	624	15%	nt	1%	-8%	nt	nt
C/C(=N\NC(N)=O)C1(C)CCCCC1	-0.7%	0%	8	811	-3%	5%	6%	-3%	-3.3%	4%
N#C/C(=C\c1cccc([N+](=O)[O-])c1)C(=O)NCc1ccc(Cl)cc1	-0.9%	-5%	-5	634	2%	3%	0%	-5%	-0.9%	-5%

In a second layout: two of the compounds above
SMILES | CSM14.1 death rescue | NOD2 inhibition | Lipid droplet | Lipid droplet cells 6.5 µM | AID2073 | M1AAP inhibition | SIAH1 antagonists | LYP inhibition | XIAP antagonists | P. falciparum M17LAP
Cc1ccccc1-c1nc(-c2ccc(NC(=O)c3ccc(Br)o3)cc2)no1 | 1.4% | 11% | 10 | 646 | 16% | -8% | 20% | 0% | 0.0% | -2%
CCN1CCN(CCCNC(=O)CNC(=O)c2nn(-c3ccc(OC)cc3OC)c(=O)c3ccccc23)CC1 | nt | -4% | 14 | 811 | 11% | nt | -3% | -7% | nt | nt
